NF-kB neuron act: compounds increasing NF-kB expression in human neuronal cells; actives 1.6% (n = 190,000); NF-kB reporter expression; hits give high values; fold change at 12.5 µM; AID 1239; in the data active = fold change above about 3.3
APP transl inh: APP translation inhibition; AID 1285; inhibition, % at 2 µM; actives 0.82% (n = 190,000); SH-SY5Y APP 5'UTR-luciferase reporter, luminescence;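 active = inhibition above a set limit, derived from the sample mean plus 3 SD, cut at about 45% in these data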; note: values of inactives mirror those of a sister screen read the other way
STAT3 activator: activators of IL-6 induced STAT3 signaling. U3A cells, IL-6 STAT3-luciferase reporter, luminescence; 100% = signal with IL-6 EC80 alone. activation (% of control), % at 5.6 µM. actives 0.91% (n = 190,000);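 active = activation above the screen-wide mean of compound activation plus 3 SD, cut at about 130% in these data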;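 note: 0% = background luminescence of wells with medium and substrate only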
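System – human U3A cells carrying STAT3-luciferase construct · Probe or stimulus – Interleukin-6, 33 ng/mL · Schedule – compound 1 h, then IL-6 6 h at 37 °C · Signal – luminescence from STAT3-driven luciferase reporter · Evaluation – percent of IL-6-only median luminescence · Benchmarks – IL-6-only high control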
APP 5'UTR act: APP 5'UTR luciferase reporter activation | SH-SY5Y APP 5'UTR luciferase reporter, luminescence; zero percent = DMSO vehicle wells | activation, % at 2 µM | actives 1% (n = 190,000);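 active = activation above a set limit, based on mean plus 3 SD of controls, cut at about 140% in these data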; note: values of inactives mirror those of a sister screen read the other way
STAT1 activator: increases IFN-gamma driven STAT1 reporter signal; AID 932; actives 2.6% (n = 200,000); activation (% of control), % at 5.5 µM; NIH 3T3 STAT1-luciferase reporter, luminescence; 100% = IFN-gamma alone, no compound;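 active = activation above the screen-wide mean activation plus 3 SD, cut at about 130% in these data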;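 note: raw ratio to IFN-gamma control signal so 100% means no change and 0% no light; values of inactives mirror those of a sister screen read the other way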
ROMK mod: modulates human ROMK potassium channel activity. B-score at 10 µM. Tet-inducible ROMK, thallium flux fluorescence; actives lie on both sides. AID 1918. P48048. actives 2% (n = 130,000);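 active = signal ratio slope over the read window, or its plate-corrected B-score, at least 3 SD from the plate mean, either direction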;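 note: B-score of the F/F0 ratio slope over 7 to 12 s after thallium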
Target sequence (P48048 whole entry, looked up): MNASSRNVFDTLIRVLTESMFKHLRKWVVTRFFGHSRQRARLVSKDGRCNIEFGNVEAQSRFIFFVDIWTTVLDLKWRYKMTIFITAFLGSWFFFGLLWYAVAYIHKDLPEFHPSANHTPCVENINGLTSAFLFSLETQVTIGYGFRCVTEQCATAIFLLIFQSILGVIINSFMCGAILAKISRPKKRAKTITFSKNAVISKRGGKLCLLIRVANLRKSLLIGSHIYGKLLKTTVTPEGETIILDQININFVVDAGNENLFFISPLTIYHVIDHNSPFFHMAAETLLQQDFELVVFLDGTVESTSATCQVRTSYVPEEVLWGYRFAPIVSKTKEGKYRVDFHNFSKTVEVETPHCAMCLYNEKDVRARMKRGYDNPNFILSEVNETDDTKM
FLuc act counter: affects firefly luciferase, flagging false hits in luciferase stimulation screens; AID 1027; ATPlite luciferase biochemical, luminescence, 10 min; 0 = ATP-free wells, 1 = DMSO control; 200,000 tested, under 10 active; P08659; activation factor at 10 µM;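 active = luciferase activation factor, scaled between plate controls, of at least 2 with compound at 10 µM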
Target sequence (P08659 whole entry, looked up): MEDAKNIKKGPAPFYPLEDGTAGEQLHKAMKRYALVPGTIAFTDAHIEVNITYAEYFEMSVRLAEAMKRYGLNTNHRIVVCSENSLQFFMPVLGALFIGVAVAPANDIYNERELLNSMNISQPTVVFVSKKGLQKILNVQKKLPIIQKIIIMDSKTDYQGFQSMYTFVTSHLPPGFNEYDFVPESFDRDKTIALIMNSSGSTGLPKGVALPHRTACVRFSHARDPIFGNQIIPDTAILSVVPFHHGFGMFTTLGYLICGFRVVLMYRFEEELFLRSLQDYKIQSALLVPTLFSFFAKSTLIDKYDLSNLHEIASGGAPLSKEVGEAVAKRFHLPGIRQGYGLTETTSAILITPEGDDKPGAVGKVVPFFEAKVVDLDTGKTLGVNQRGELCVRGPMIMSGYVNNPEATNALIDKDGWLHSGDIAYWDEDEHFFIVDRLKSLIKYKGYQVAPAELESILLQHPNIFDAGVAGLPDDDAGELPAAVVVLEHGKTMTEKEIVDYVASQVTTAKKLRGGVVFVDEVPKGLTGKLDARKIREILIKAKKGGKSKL
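System: Luciferase/luciferin detection reagent, cell-free biochemical luciferase assay | Medium: PBS buffer for ATP | Dosing: Test compounds dosed from 2 mM stocks in 100% DMSO | Timing: 10 min at ambient temperature | Signal: Luminescence measurement of luciferase light output | Evaluation: Luciferase activation, seen as luminescence increase over controls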
FLuc inhib CS: inhibits firefly luciferase, flagging false hits in luciferase inhibition screens | P08659 | ATPLite firefly luciferase biochemical luminescence, 10 min | inhibition, % at 10 µM | actives 1.5% (n = 200,000) | AID 1006;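 active = inhibition above about 50% when tested at 10 µM, limit read from the data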
STAT3 inh: inhibitors of IL-6 induced STAT3 signaling; U3A cells, IL-6 STAT3-luciferase reporter, luminescence; host cell line lacks STAT1; inhibition, % at 5.5 µM; actives 0.89% (n = 190,000); AID 862;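 active = inhibition above the mean inhibition across all screened compounds plus 3 SD, cut at about 44% in these data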;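 note: 0% = DMSO only wells and 100% = 100 µM nifuroxazide control wells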
STAT1 blocker: reduces IFN-gamma driven STAT1 reporter signal; NIH 3T3 STAT1-luciferase reporter, luminescence; inhibition, % at 5.5 µM; actives 0.35% (n = 200,000); AID 920;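 active = inhibition above a set limit, the mean inhibition across all tested compounds plus 3 SD, cut at about 34% in these data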;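 note: 0% = IFN-gamma with DMSO and 100% = IFN-gamma with 300 µM nifuroxazide; values of inactives mirror those of a sister screen read the other way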
* marks the source's active call; other numbers are inactive results; x = no result given.

molecule	NF-kB neuron act	APP transl inh	STAT3 activator	APP 5'UTR act	STAT1 activator	ROMK mod	FLuc act counter	FLuc inhib CS	STAT3 inh	STAT1 blocker
COc1ccc(CCNC(=O)CSc2cn(Cc3ccccc3)c3ccccc23)cc1OC	1.34	17.8	103.2	-17.8	104.3	-2.14	1.1	-7.7	-3.8	-4.7
Cc1nc(Cc2ccc(OC(C)C)cc2)[nH]c(=O)c1CC(=O)O	1.25	-7.3	106.7	7.3	92.5	-0.588	1.1	-7.0	-6.2	6.6
COc1ccc(NC(=O)Cc2ccc(C)cc2)c([N+](=O)[O-])c1	1.12	-12.3	82.9	12.3	101.3	x	1	-2.0	22.0	-1.5
CCO/C=C1/C(=O)N(C(C)=O)c2ccccc21	1.11	4.4	105.1	-4.4	99.1	x	1	-3.0	-6.2	0.9
O=C1C(=O)N(c2ccccc2)c2ccccc21	1.04	5.7	104.2	-5.7	101.9	3.08*	1.1	-13.9	-4.8	-2.1
O=C(NC(=S)Nc1cccc([N+](=O)[O-])c1)c1ccco1	1.19	-9.3	91.8	9.3	93.8	1.36	1	-1.2	7.9	8.8
CCOC(=O)c1cnc2ccc(C)cc2c1Sc1ccccc1C(=O)OC	1.39	1.1	110.4	-1.1	91.3	-0.485	1	-4.7	-4.3	9.7
Cc1ccc(CCNC(=O)C2CCC(=O)N2C2CCCC2)cc1 (stereo unspecified)	1.03	-10.4	94.9	10.3	100.9	0.814	1.1	-7.7	7.5	2.9
CC1SCC(=O)N(CC(=O)NCc2ccccc2)C1=O (stereo unspecified)	1.45	1.8	107.9	-1.8	101.8	x	1	0.8	-5.9	-2.0
COc1cc(C=O)ccc1OCCOc1ccccc1[N+](=O)[O-]	1.58	-6.8	110.8	6.8	113.0	x	0.9	7.8	-12.1	-14.6
CN(CCCNC(=O)Cn1cc2c(n1)CCCC2)C1CCCCC1	1	-6.2	103.5	6.2	104.2	x	1	-4.6	4.5	-4.6
O=C(O)C1CCN(C(=O)c2ccc(Cl)cc2)CC1	0.94	10.0	107.2	-10.0	105.8	0.322	1	-1.1	-2.5	-6.3
Cc1ccc(NC(=O)N/C=C/c2ccccc2)cc1	1.54	-104.9	103.5	104.9	146.0*	x	0.9	12.3	-4.0	-50.4
Cc1ccccc1C(=O)NNC(=O)C(=O)N1CCCCC1	1.11	6.1	100.5	-6.1	91.0	x	1.1	-5.1	-1.6	10.2
Cc1cccc(NC(=O)Cc2ccc(F)cc2)c1	1.62	-28.8	101.9	28.8	97.7	-0.0174	1	-1.2	3.5	2.5
CCOc1nc(C)nc(NC(=O)NS(=O)(=O)c2ccccc2Cl)n1	0.97	-2.2	104.1	2.2	101.6	0.232	1	-1.8	-8.2	-1.8
CN(N)C(=S)Nc1ccc(Cl)cc1	1.32	16.2	106.5	-16.2	95.6	0.0706	1.1	-5.1	0.3	4.4
Cc1c(NC(=O)c2c(N)n(-c3ccccc3)c3nc4ccccc4nc23)c(=O)n(-c2ccccc2)n1C	0.82	4.4	96.0	-4.4	104.0	x	1.1	-5.4	7.5	-4.5
Cc1cc(=O)[nH]c(SCC(=O)Nc2cccc(C(F)(F)F)c2)n1	1.26	1.2	99.2	-1.2	96.3	x	1.1	-8.2	4.1	4.0
CCOC(=O)CON1C(=O)C(C)(C)N(OCC(=O)OCC)C(=O)C1(C)C	1.04	-8.0	98.4	8.0	99.8	-0.169	1.1	-6.2	9.4	0.2
CC(=O)N1CCN(C(=O)CSc2nc3c(cnn3-c3ccccc3)c(=O)[nH]2)CC1	1.13	-9.6	98.9	9.6	100.6	-0.394	1	-2.7	1.5	-0.7
Cc1noc(C)c1COC(=O)Cc1ccc(Cl)cc1	1.26	-1.1	90.6	1.1	98.2	0.0265	1.1	-5.2	15.1	2.0
Nc1ccccc1C(=O)N=Nc1[nH]c(N)c2ccccc12	2.34	-53.5	90.5	53.5	111.2	-0.0196	0.2	79.1*	14.0	-12.7
CCOC(=O)C1CCN(C(=S)Nc2cccc(C)c2C)CC1	1.51	8.6	95.6	-8.6	99.7	0.575	1	1.2	3.1	2.7
O=C(CCc1ccc(S(=O)(=O)NCc2ccccc2)cc1)N1CCN(Cc2ccc3c(c2)OCO3)CC1	0.77	5.8	85.5	-5.8	94.6	x	1	1.1	21.5	6.0

Taken from above.
CCOC(=O)C1CCN(C(=S)Nc2cccc(C)c2C)CC1 @ NF-kB neuron act = 1.51
COc1ccc(CCNC(=O)CSc2cn(Cc3ccccc3)c3ccccc23)cc1OC @ APP transl inh = 17.8
CC1SCC(=O)N(CC(=O)NCc2ccccc2)C1=O (stereo unspecified) @ APP transl inh = 1.8

The main list resumes; the two compounds before the break are reprinted first.
molecule	NF-kB neuron act	APP transl inh	STAT3 activator	APP 5'UTR act	STAT1 activator	ROMK mod	FLuc act counter	FLuc inhib CS	STAT3 inh	STAT1 blocker
CCOC(=O)C1CCN(C(=S)Nc2cccc(C)c2C)CC1	1.51	8.6	95.6	-8.6	99.7	0.575	1	1.2	3.1	2.7
O=C(CCc1ccc(S(=O)(=O)NCc2ccccc2)cc1)N1CCN(Cc2ccc3c(c2)OCO3)CC1	0.77	5.8	85.5	-5.8	94.6	x	1	1.1	21.5	6.0
CN(C)S(=O)(=O)Oc1ccsc1C(=O)Nc1ccc(Cl)cc1	1.27	-4.7	86.2	4.7	90.8	x	1.1	-6.3	26.9	10.2
C/C(=N\NC(=O)c1ccc(Cn2cc([N+](=O)[O-])cn2)o1)c1cccc(NC(=O)C(C)C)c1	0.67	7.7	93.7	-7.7	105.7	-0.875	1.1	-5.5	11.6	-6.5
O=C(NN/C(=N/S(=O)(=O)c1ccc(Cl)cc1)c1ccccc1)c1ccc(O)cc1	1.28	-128.9	92.2	128.9	151.8*	0.0784	0.9	14.6	9.6	-59.0
CCOC(=O)C1(CCOc2ccccc2)CCN(Cc2cccc3nonc23)CC1	0.93	2.2	101.7	-2.2	91.5	-1.42	1.1	-7.0	-0.7	7.7
CCCNS(=O)(=O)c1ccc(OCC(=O)NCCCOC)cc1	0.93	-0.5	98.7	0.5	100.5	0.854	1	-2.1	3.7	1.6
O=C(Nc1ccc2c(c1)oc1ccc(S(=O)(=O)N3CCCC3)cc12)C1CC1	0.62	-7.9	154.3*	7.9	101.0	x	1	-0.9	-60.5	-1.0
FC(F)(F)c1cc(-c2ccccc2)nc2nc(N3CCOCC3)sc12	0.9	5.6	103.1	-5.6	104.1	-0.0963	1.1	-10.8	7.2	-6.3
CC1(C)CC(=O)C(Sc2ccccc2[N+](=O)[O-])=C(O)C1	1.09	-2.1	82.4	2.1	98.0	-0.352	1.1	-6.4	24.1	2.2
CCC(c1nnc(SCC(=O)NCCc2ccc(Cl)cc2Cl)o1)N(C)C (stereo unspecified)	1.19	-1.0	109.5	1.0	100.3	x	1	-2.9	-8.8	-0.3
CCCOc1ccc(N2C(=O)CC(SC(=NCC)NCC)C2=O)cc1 (stereo unspecified)	1.09	7.0	91.2	-7.0	115.5	-0.281	1.1	-5.1	14.4	-17.6
Cc1cccc(NC(=O)/C(C#N)=C/c2ccc(Sc3ccccc3)o2)c1C	1.33	2.3	94.8	-2.3	94.1	x	1.1	-5.3	7.1	6.6
O=C1C=C(Nc2ccc(Cl)cc2)CC(c2ccccc2)C1 (stereo unspecified)	0.96	-4.8	98.7	4.8	97.1	0.122	1.1	-5.3	-0.9	3.2
N#CC1=C2SCN(c3ccc(F)cc3)CN2C(=O)CC1c1cccc(F)c1 (stereo unspecified)	2.37	-15.0	102.0	15.0	102.7	x	1	1.5	6.3	-3.0
O=C(NCCCN1CCCCC1)c1ccc2c(c1)NC(=O)C(N1CCCCC1)S2 (stereo unspecified)	0.94	-8.9	98.6	8.9	100.3	0.153	1	-2.9	9.2	-0.3
COc1cccc(/C=N/NC(=O)c2cc(-c3cccn3C)n[nH]2)c1O	2.05	32.8	91.0	-32.8	102.4	x	0.6	38.5	9.9	-2.6
CC(C)C(=O)N1CCN(c2ccc([N+](=O)[O-])c(NC(C)c3ccccc3)c2)CC1 (stereo unspecified)	0.38	-7.5	100.0	7.5	104.9	-0.883	1.1	-7.7	0.3	-5.5
Cc1cc(C(=O)OCC(=O)NCc2ccc(Cl)cc2)c(C)o1	1.01	-1.1	107.2	1.1	106.9	0.0572	1	1.4	-0.5	-7.8
C/C(=N\NC(=O)CN(c1ccccc1Br)S(C)(=O)=O)c1ccc2c(c1)OCCO2	0.93	19.3	106.4	-19.3	94.2	x	1	-4.7	-5.1	6.6
C=C(C)Cn1c(SCC(=O)O)nc2c1c(=O)[nH]c(=O)n2C	1.15	-3.2	103.8	3.2	99.3	x	1.1	-8.8	4.2	0.8
COc1ccc2c(CC(=O)N(C)CC3COc4ccccc4O3)coc2c1 (stereo unspecified)	1.04	-1.0	105.9	1.0	106.0	x	1	-3.3	-1.6	-6.6
Cc1cc(=O)[nH]c(SCC(=O)Nc2ccc(C(=O)O)cc2)n1	0.84	1.7	96.4	-1.7	96.0	1.46	0.8	16.7	9.9	4.3
CCC(CC)C(=O)N(c1ccc(F)cc1)C1C=CS(=O)(=O)C1 (stereo unspecified)	1.15	-17.4	104.7	17.4	100.3	0.54	1.1	-5.5	-2.5	-0.3
CCOc1cc(/C=N/NC(=O)CN2CCOCC2)ccc1OCc1ccc(Cl)cc1	0.82	20.6	98.5	-20.6	100.8	x	1.1	-7.0	10.7	-2.8
Cc1cc(N2CCN(C)CC2)nc2ccc(NC(=O)CCC(=O)NCCC(C)C)cc12	1.34	-19.8	98.9	19.8	112.1	0.739	1	-1.2	9.7	-15.4
CCCCNC(=O)CSc1nc2ccccc2c(=O)n1CCNC(C)=O	1.36	-1.2	102.5	1.2	99.5	x	1.1	-7.7	8.5	0.6
CSc1nc(C)c2c(c1C#N)CCCC2	1.07	-12.4	105.1	12.4	101.5	-1.05	1	-1.5	-0.3	-1.7
Cc1ccc(NC(=O)c2cc(-c3ccco3)nc3ccccc23)cc1S(=O)(=O)N1CCOCC1	1	-0.7	116.6	0.7	109.0	0.934	1	-0.3	-19.6	-12.6

A draw from above in order of heavy-atom count, low to high:
molecule	NF-kB neuron act	APP transl inh	STAT3 activator	APP 5'UTR act	STAT1 activator	ROMK mod	FLuc act counter	FLuc inhib CS	STAT3 inh	STAT1 blocker
C=C(C)Cn1c(SCC(=O)O)nc2c1c(=O)[nH]c(=O)n2C	1.15	-3.2	103.8	3.2	99.3	x	1.1	-8.8	4.2	0.8
CCCOc1ccc(N2C(=O)CC(SC(=NCC)NCC)C2=O)cc1 (stereo unspecified)	1.09	7.0	91.2	-7.0	115.5	-0.281	1.1	-5.1	14.4	-17.6
C/C(=N\NC(=O)c1ccc(Cn2cc([N+](=O)[O-])cn2)o1)c1cccc(NC(=O)C(C)C)c1	0.67	7.7	93.7	-7.7	105.7	-0.875	1.1	-5.5	11.6	-6.5

Compound activity deposited in PubChem BioAssay by several laboratories.
